# PI4K2A inh = blocks human PI4K2A kinase activity; activity change, negative = inhibition, % at 76.9 µM; actives 0.13% (n = 420,000); purified PI4K2A, ADP-Glo luminescence, 1 h; stronger effect = lower value; AID 1346378; in the data active = activity change below about -50%; inconclusive = mostly about -30% to -49%;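 note: -100% = wells without enzyme as full effect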
#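 In this quantitative HTS, ADP production by PI4K2A was quantified luminescently after 1 h at ambient temperature; 100 microM adenosine served as plate-quality control.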
# RXFP1 ag = RXFP1 (human) receptor agonism. HEK293T-RXFP1 cAMP TR-FRET, 30 min; response scale: percent of porcine relaxin response, buffer zero. Q9HBX9. actives 0.3% (n = 370,000). Potency, µM (highest dose often 57.5 µM), for inactives: at the highest dose activation, most hits filed as activators; note: potency is the fitted concentration of half-maximal effect; % is set by controls: 0 for no effect and ±100 for the full control effect; nearly all actives have a fitted effect of over 60% in size; many of its hits are not listed in these tables
#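 HEK293T cells stably expressing RXFP1 were pretreated with the PDE4 inhibitor Ro 20174, exposed to compounds for 30 min at 37C, lysed, and cAMP was read by TR-FRET. Data normalized to buffer (basal) and 29 nM porcine relaxin (100%).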
# Vif-APOBEC3F blk = blocks the Vif interaction with APOBEC3F | HeLa A3F-eYFP + Vif (tagged APOBEC3F with the HIV-1 protein that degrades it), YFP fluorescence increase | Potency, µM (highest dose often 46.1 µM), inactives show at the top dose activity, negative = active | actives 0.2% (n = 390,000); note: potency is the fitted concentration of half-maximal effect; % of control where 0% means no effect; nearly all actives have a fitted effect of over 65% in size
#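 Fluorescence increase (Ex 488/Em 500-530) after overnight compound treatment at 37 deg C flags inhibition of Vif-driven A3F-eYFP loss in stable HeLa A3F-eYFP/Vif cells seeded overnight beforehand.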
# LDHA inh = inhibitors of human lactate dehydrogenase A | actives 0.15% (n = 480,000) | activity change, % (values are at about 110 or 230 µM) | purified LDHA, NADH/diaphorase-resazurin fluorescence; stronger effect = lower value; in the data active = activity change below about -30%; inconclusive = mostly about -25% to -30%;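 note: plate controls were DMSO wells for no effect and wells without enzyme for full effect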
#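 LDH5 2 nM; NADH 0.06 mM, pyruvate 0.2 mM; 200 mM Tris pH 7.4, EDTA, Tween-20; 5 min RT. Detection: diaphorase 0.133 mg/mL + resazurin 37 µM, fluorescence ex540/em590 at 0 and 20 min; normalized to enzyme-free and DMSO wells.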
# Vif-APOBEC3G blk = inhibitors of Vif-APOBEC3G interaction; Q9HC16; HeLa A3G-eYFP + Vif (tagged APOBEC3G with the HIV-1 protein that degrades it), YFP fluorescence, overnight; Potency, µM (doses to about 46.1 µM), without a hit: top-dose activity, negative = active, actives largely listed as inhibitors; actives 0.076% (n = 410,000);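 note: potency is the fitted concentration of half-maximal effect; % is set by controls: 0 for no effect and ±100 for the full control effect; nearly all actives have a fitted effect of over 60% in size; hits raise eYFP signal because A3G escapes Vif-driven loss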
# Target sequence (Q9HC16 whole entry, looked up): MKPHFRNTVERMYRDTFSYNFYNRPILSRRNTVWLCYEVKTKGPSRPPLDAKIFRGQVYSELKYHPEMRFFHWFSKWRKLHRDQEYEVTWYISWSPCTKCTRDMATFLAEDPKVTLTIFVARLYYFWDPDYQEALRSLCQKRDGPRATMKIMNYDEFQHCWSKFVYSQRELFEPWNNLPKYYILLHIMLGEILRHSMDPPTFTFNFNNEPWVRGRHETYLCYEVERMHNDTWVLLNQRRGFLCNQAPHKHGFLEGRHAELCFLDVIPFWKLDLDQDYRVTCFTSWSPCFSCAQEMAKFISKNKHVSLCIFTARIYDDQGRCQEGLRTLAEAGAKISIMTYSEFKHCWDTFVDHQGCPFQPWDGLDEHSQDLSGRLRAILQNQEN
#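 Read-out is eYFP fluorescence (Ex 488/Em 500-530) from Vif-expressing HeLa A3G-eYFP cells; more signal means A3G escaped Vif-mediated degradation. Cells plated overnight, compound pinned in, incubated overnight at 37 deg C.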
# mIDH1 inhibitor = human IDH1 R132H inhibition; actives 0.093% (n = 390,000); Potency, µM (doses to about 76.6 µM), for the others: at the top dose activity change, negative = inhibition, most hits filed as inhibitors; IDH1-R132H enzyme, NADPH consumption, diaphorase/resazurin fluorescence; AID 602179; O75874; note: potency is the fitted concentration of half-maximal effect; % is set by controls: 0 for no effect and ±100 for the full control effect; nearly all actives have a fitted effect of over 65% in size
# Target sequence (O75874 whole entry R132H, stated change not applied): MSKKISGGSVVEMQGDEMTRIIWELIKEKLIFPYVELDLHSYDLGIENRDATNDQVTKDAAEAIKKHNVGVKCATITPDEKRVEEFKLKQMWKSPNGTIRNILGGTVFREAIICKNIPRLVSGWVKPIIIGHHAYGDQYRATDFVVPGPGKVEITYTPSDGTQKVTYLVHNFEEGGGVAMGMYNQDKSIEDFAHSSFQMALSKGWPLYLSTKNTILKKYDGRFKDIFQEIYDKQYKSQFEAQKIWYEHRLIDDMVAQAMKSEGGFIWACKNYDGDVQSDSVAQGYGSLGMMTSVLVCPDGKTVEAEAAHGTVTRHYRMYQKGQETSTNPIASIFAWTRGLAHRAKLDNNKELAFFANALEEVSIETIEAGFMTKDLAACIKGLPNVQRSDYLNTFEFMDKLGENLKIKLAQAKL
#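 IDH1-R132H (0.5 ug/mL dispensed) in pH 7.5 Tris buffer was preincubated 30 min with compound, then given a substrate mix of 0.016 mM NADPH and 2 mM alpha-KG for 80 min at room temperature; remaining NADPH was read by diaphorase/resazurin fluorescence.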
# USP1 inh = USP1/UAF1 (human) deubiquitinase inhibition; recombinant USP1/UAF1, Ub-Rhodamine cleavage fluorescence; O94782; Potency, µM (titrated, usually from 57.1 µM), without a hit: at the top dose activity change, negative = inhibition, usual class: inhibitors; actives 0.23% (n = 390,000); note: potency is the fitted concentration of half-maximal effect; % is set by controls: 0 for no effect and ±100 for the full control effect; nearly all actives have a fitted effect of over 60% in size; inactives centre near -12
#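 USP1/UAF1 complex (1 nM) preincubated 15 min at room temperature with compound, then Ub-Rho substrate (150 nM final) added. Kinetic fluorescence at 480/540 nm over 6 reads at 60 s intervals; 50 mM HEPES pH 7.8, 0.5 mM EDTA, 0.1 mg/ml BSA, 1 mM TCEP, 0.01% Tween-20.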
# Glioma ERSR ind = induces the endoplasmic reticulum stress response in human glioma cells; U87-MG GRP78 promoter luciferase reporter, 16 h; Potency, µM, inactives show at the highest dose activation, most hits filed as activators; actives 0.02% (n = 420,000); AID 602332; note: potency is the fitted concentration of half-maximal effect; series mostly up to about 76 µM; % of control where 0% means no effect; nearly all actives have a fitted effect of over 35% in size
#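 Stably transfected U87-MG glioma cells carrying a GRP78-based luciferase sensor; 16 h compound incubation. Luminescence end-point read 10 min after Bright-Glo addition at room temperature.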
# TrxR1 substrate = substrates of rat thioredoxin reductase 1. O89049. purified TrxR1 substrate turnover, NADPH consumption readout. Potency, µM (top dose mostly 114 µM), without a hit: top-dose activity change, negative = substrate turnover. actives 0.01% (n = 390,000). AID 588456; note: potency is the fitted concentration of half-maximal effect; % is set by controls: 0 for no effect and ±100 for the full control effect; nearly all actives have a fitted effect of over 50% in size
#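 Rat TrxR1, dispensed at 90 nM, was prereduced with 400 uM NADPH (final) for 5 min at ~22 deg C, then incubated with compound 15 min before 400 uM selenite. A first-read NADPH fluorescence drop versus no-compound background flagged substrates.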
# * marks the source's active call; other numbers are inactive results; ? = inconclusive; · = not tested or not shown; & = joins results of further samples; [ ] = remark or other dose. Unless noted, calls come from the whole dose curve; as a rule, active = well fitted curve in the direction sought with a large enough effect; inconclusive = small, poorly fitted or top-dose-only effect, or another doubt; inactive = no such curve, though single readings can be large; an effect the other way counts as inactive or inconclusive.
SMILES,PI4K2A inh,RXFP1 ag,Vif-APOBEC3F blk,LDHA inh,Vif-APOBEC3G blk,mIDH1 inhibitor,USP1 inh,Glioma ERSR ind,TrxR1 substrate
Cc1nc2sc(C(c3ccco3)N3CCN(C(c4ccccc4)c4ccccc4)CC3)c(O)n2n1 (centres undefined),3.5,2.6%,-27.0%,1.7,-7.7%,-9.2%,-10.8%,-3.9%,-8.6%[57.1 µM]
Cc1ccc(C)c(CSc2nnc(C)c(=O)n2N)c1,0.2,2.3%,-2.9%,-5.7,0.3%,5.1%,-9.2%,-1.8%,-12.4%[57.1 µM]
O=C(NC1CCS(=O)(=O)C1)c1ccc(Br)o1 (centres undefined),-0.7,12.2%,-13.5%,-10.9,0.2%,1.5%,-1.6%,-2.1%,-7.3%
CCCCN(c1ccccc1)S(=O)(=O)c1ccc2c(c1)CC(C)N2C(=O)C1CC1 (centres undefined),-0.8,8.5%,5.6%,2.3,-2.6%,0.0%,-22.1%,-2.2%,-3.7%
COc1ccc(S(=O)(=O)N2CCCCC2)cc1NC(=O)c1ccc(Cl)nc1,-2.0,1.2%,-0.4%,-8.5,-6.7%,-0.8%,-20.9%,-4.1%,-2.9%
Cc1ccc(NC(=O)CSc2nnc(C3CC3)n2CC2CCCO2)c(C)c1 (centres undefined),-1.0,2.2%,4.0%,-6.6,-1.2%,-2.6%,-9.4%,-6.5%,0.3%
Cc1cc(=O)oc2cc(OCc3ccc(C(=O)OCC(=O)Nc4ccccc4OC(F)F)cc3)ccc12,1.4,5.0%,7.9%,-4.0,-0.5%,5.3%,-6.5%,-6.4%,5.0%
CC(C)CC(NC(=O)C(CO)NC(=O)C1CCC(=O)N1)C(N)=O (centres undefined),-2.5,-1.2%,-6.9%,-6.5,4.9%,-1.7%,?,-4.3%,12.3%[57.1 µM]
Cc1cccc2sc(NC(=O)CN3C(=O)NC4(CCCC4)C3=O)nc12,4.7,-0.3%,0.3%,-5.3,-2.4%,6.5%,-21.8%,1.3%,-3.7%
COCCn1c(SCC(=O)c2ccc3c(c2)OCCO3)nnc1C(C)C,2.0,-0.5%,-5.8%,-0.8,-0.4%,1.2%,-5.8%,-0.4%,-2.5%
CCOc1ccc(C(Nc2cccnc2)c2cc(Cl)c3cccnc3c2O)cc1 (centres undefined),-3.3,-3.5%,-27.9%,9.4&3.5,?,7.0%,-25.2%,-6.9%&-10.1%,9.3%[11.4 µM]
COc1ccc(OC)c(Nc2nc(N)c([N+](=O)[O-])c(N3CCOCC3)n2)c1,3.6,-0.4%,-1.4%,0.4,-0.1%,0.4%,-9.7%,-3.0%,-5.2%
C=CCOC(=O)c1[nH]c2c(c1C)C(=O)CC(c1cc(OC)c(OC)c(OC)c1)C2 (centres undefined),-4.0,4.5%,-0.7%,-1.2,-0.4%,-5.0%,-17.2%,-2.0%,-6.7%[57.1 µM]
Cc1ccccc1CNC(=O)CCCn1nc(C)c2sc3ccccc3c2c1=O,-1.9,2.4%,-0.1%,1.4,3.9%,10.9%,-14.9%,-2.6%,18.1%
COc1ccc(NC(=O)COC(=O)CN2C(=O)C3CC=CCC3C2=O)c([N+](=O)[O-])c1 (centres undefined),2.3,·,1.8%,4.4,1.3%,4.3%,-22.8%,-0.1%,-1.0%
Cc1ccc(C23CC4CC(CC(C(=O)NCC(=O)O)(C4)C2)C3)cc1,-3.8,-1.4%,-12.1%,-3.8,1.3%,-1.9%,-7.5%,-2.4%,1.4%
O=C(CC1Oc2ccccc2NC1=O)NC1CCCC1 (centres undefined),-0.8,0.3%,1.9%,-1.1,-0.4%,12.0%,?,-2.8%,-3.1%
O=C(C1CCCN(S(=O)(=O)c2cc(Cl)ccc2Cl)C1)N1CCCCCC1 (centres undefined),-3.6,-0.2%,2.1%,-4.9,0.5%,1.6%,-16.7%,-4.7%,-0.1%
Cc1ccc(CSc2nnc(-c3ccc4c(c3)OCO4)o2)cc1,6.1,3.7%,5.2%,-0.4,-3.6%,2.3%,-8.2%,-2.2%,-10.7%[57.1 µM]
COc1cc2c(cc1OC)CN(C(=O)c1ccc3[nH]c(C)c(C)c3c1)CC2,2.5,1.0%,10.8%,1.7,-4.0%,-6.1%,17.3%,-2.6%,-2.7%
COCCNC(=O)C1(C)CCN(C(=O)c2cc(C)nn2C(C)(C)C)C1 (centres undefined),3.7,·,·,-10.4,-2.8%,·,·,-2.2%,·
O=C(CCCC(=O)N(CC(=O)NC1CCCCC1)Cc1ccccc1)Nc1ccccn1,-18.4,1.0%,-2.2%,-0.7,0.2%,3.1%,-14.5%,-3.8%,-15.2%
Cc1ccc(-n2c(=O)[nH]c3c(C(N)=O)nc(CC(C)C)nc32)cc1,1.3,-1.2%,0.7%,-6.8,-9.3%,10.1%,-14.0%,-2.8%,9.5%[57.1 µM]
COc1ccc(C(=O)N/N=C/c2cc(Br)ccc2O)cc1OC,1.8,2.0%,11.2µM*,-1.1,-29.7%,-5.6%,-15.1%,-3.7%,-7.4%
Nc1nc(Cl)cc(N2CCCC2)n1,-3.6,-0.9%,10.1%,-2.4,-2.6%,12.1%,-1.6%,-5.0%,6.3%[57.1 µM]
CCS(=O)(=O)c1nc(S(=O)(=O)c2ccc(Cl)cc2)c(N2CCOCC2)s1,1.7,13.7%,1.0%,-3.8,-10.4%,0.0%,-17.4%,2.7%,-6.6%
C(=N\Nc1nc2ccccc2[nH]1)/c1ccncc1,-1.8,-4.1%,-1.5%,-6.1,1.9%,-2.2%,-22.6%,3.6%,-10.6%[57.1 µM]
Nc1ccc(C(=O)Nc2nc3ccccc3s2)cc1,-1.3,-1.5%,-0.1%,-0.7,?,-4.4%,2.1%,-8.9%,-12.8%
O=C(c1cccc(F)c1)N1CCN(C(=O)c2nn3cccnc3c2Cl)CC1,-4.7,1.4%,-0.1%,-4.9,1.4%,6.0%,-4.6%,-7.0%,6.0%[57.1 µM]
COc1cc(C(Nc2ccccn2)c2c(NC(=O)c3ccco3)sc(C)c2C)cc(OC)c1OC (centres undefined),0.2,0.2%,-1.8%,1.3&-2.7,-1.0%,-1.5%,-17.1%,0.1%,-1.8%
O=C(CSc1nnc(-c2cccc(F)c2)o1)N1CCCC1,2.6,3.1%,-8.9%,-6.6,2.9%,-4.0%,-6.0%,-0.4%,2.3%
COc1ccc(NC(=O)CSc2nc(N3CCCCC3)nc(N3CCCCC3)n2)cc1,-3.8,-0.1%,-5.2%,2.1,-6.1%,-0.7%,-8.3%,-6.1%,-2.7%
Cc1cc(C)cc(N(CC(=O)N2CCn3c2nc2ccccc23)S(=O)(=O)c2c(C)noc2C)c1,-6.2,0.6%,3.1%,-6.2,-1.8%,-0.8%,-24.9%,-0.4%,2.5%
CCN1CCc2nc3sc(C(=O)Nc4cccnc4Cl)c(N)c3cc2C1,-2.4,10.3%,-17.8%,12.0,-2.8%,-3.4%,-26.6%,-0.3%,-1.8%
COC(=O)c1ccc(OS(=O)(=O)c2ccc(NC(C)=O)cc2)cc1,1.1,1.1%,-4.8%,-6.7,0.2%,-0.7%,-2.7%,-2.5%,-4.7%
CC1Sc2ccc(C(=O)NCc3ccccn3)cc2NC1=O (centres undefined),-4.2,1.9%,12.6µM*,-9.9,2.3%,5.3%,-9.3%,3.6%,-2.0%
COc1ccc(-c2c(NC(=O)c3ccco3)n(-c3ccccc3)nc(C)c2=O)cc1,-0.3,3.8%,5.6%,4.2&-3.3,2.2%,0.0%,1.5%,-4.2%,-2.8%[57.1 µM]
O=C(Cc1ccccc1[N+](=O)[O-])Nc1ccccc1C(=O)N1CCCC1,-6.2,-0.1%,-8.2%,0.9,0.7%,4.5%,-20.9%,4.4%,0.3%
O=C1c2ccc(-c3ccc(F)cc3OCc3ccccc3)cc2S(=O)(=O)c2cccc(C(=O)N3CCN(c4ncc(Cl)cc4Cl)CC3)c21,15.0,·,5.5%,-7.5,-0.4%,-1.3%,-6.2%,-1.5%,4.7%[57.1 µM]
CCC(C(=O)Nc1ccc([N+](=O)[O-])cn1)c1ccccc1 (centres undefined),-3.8,-0.1%,-8.4%,2.1,0.7%,6.0%,-3.1%,-2.9%,-1.0%[57.1 µM]
CC12CCC(O)CC1=CCC1C2CCC2(C)C(c3ccn[nH]3)CCC12 (centres undefined),-4.6,·,-5.6%,-4.0,-12.1%,-1.3%,-18.2%,1.8%,-8.4%[57.1 µM]
CC(=O)N1CCCC1c1nc2ccccc2n1Cc1ccccc1C (centres undefined),-0.2,-1.8%,-2.6%,1.0,9.8%,-3.2%,-8.5%,-3.7%,-9.0%
COc1ccc(NC(=O)Cn2c(=O)n(-c3ccc(C)c(C)c3)c(=O)c3c(C)c(C)sc32)cc1,-1.2,3.0%,-17.4%,0.4,-12.5%,12.4%,-16.8%,-1.6%,7.5%

# A portion from the list above, as a working copy:
SMILES,PI4K2A inh,RXFP1 ag,Vif-APOBEC3F blk,LDHA inh,Vif-APOBEC3G blk,mIDH1 inhibitor,USP1 inh,Glioma ERSR ind,TrxR1 substrate
CC(=O)N1CCCC1c1nc2ccccc2n1Cc1ccccc1C (centres undefined),-0.2,-1.8%,-2.6%,1.0,9.8%,-3.2%,-8.5%,-3.7%,-9.0%
COc1ccc(NC(=O)Cn2c(=O)n(-c3ccc(C)c(C)c3)c(=O)c3c(C)c(C)sc32)cc1,-1.2,3.0%,-17.4%,0.4,-12.5%,12.4%,-16.8%,-1.6%,7.5%

# An excerpt (hit frequency here may not be typical).
